# From PubChem
# Bim-Bcl-2: inhibitors of Bim-Bcl-2 interaction, human; inhibition, % at 10 µM; 190,000 tested, 0.06% active; P10415; Bead-based flow cytometry, Bim peptide-Bcl-2 binding; in the data active means inhibition above about 40%; inconclusive means no clear call, values can overlap the other calls;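 further: 0% = no compound wells with probe peptide and 100% = reference peptide inhibitor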
# Target sequence (P10415 whole entry, looked up): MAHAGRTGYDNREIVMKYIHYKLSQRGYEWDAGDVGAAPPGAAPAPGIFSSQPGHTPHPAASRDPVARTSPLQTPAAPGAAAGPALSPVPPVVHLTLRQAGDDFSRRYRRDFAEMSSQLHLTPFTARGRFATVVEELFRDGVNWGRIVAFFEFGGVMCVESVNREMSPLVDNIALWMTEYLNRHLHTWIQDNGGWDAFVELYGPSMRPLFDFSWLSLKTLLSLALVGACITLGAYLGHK
# Bim-Bcl-B: human Bim-Bcl-B interaction inhibition | Q9HD36 | bead-based flow cytometry, Bim peptide-Bcl-B binding | inhibition, % at 10 µM | 190,000 tested, 0.073% active;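 further: 0% = tracer peptide without compound and 100% = reference inhibitor peptide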
# Target sequence (Q9HD36 whole entry, looked up): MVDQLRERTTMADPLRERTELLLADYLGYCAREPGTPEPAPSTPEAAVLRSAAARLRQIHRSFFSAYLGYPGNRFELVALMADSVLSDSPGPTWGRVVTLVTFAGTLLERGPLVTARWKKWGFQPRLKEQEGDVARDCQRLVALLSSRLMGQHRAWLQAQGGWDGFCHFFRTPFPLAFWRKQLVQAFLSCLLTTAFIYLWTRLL
# Mcl-1 Bim block: disrupts Bim peptide binding to human Mcl-1; 190,000 tested, 0.1% active; Bead-based flow cytometry, Bim peptide-Mcl-1 binding; AID 1009; inhibition, % at 10 µM; Q07820;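 further: 0% = no compound tracer wells and 100% = peptide blocker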
# RGS8-Gao: modulates binding of RGS8 to human Galphao; 220,000 tested, 0.34% active; multiplexed bead flow cytometry; actives lie on both sides; response (percent of control binding), % at 10 µM; AID 1423; in the data active means response below about 60% or above about 140%; inactive means in between;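 further: Galphao activated as the GDP aluminium fluoride complex binding bead-coupled RGS8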
# GSH fluor: compound fluoresces at 488/530 nm on GSH beads | fluorescence (KMESF) at 10 µM | GSH beads flow cytometry, compound fluorescence 488/530 nm; active compounds read high | AID 1776 | 190,000 tested, 0.25% active; in the data active means fluorescence above about 89;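 further: glutathione beads carrying GST-tagged Bcl family fusion proteins plus one bare bead set; values are compound well signal with DMSO vehicle wells as background; inactives centre near 16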
# Bcl-W Bim block: disrupts Bim peptide binding to human Bcl-W; 190,000 tested, 0.02% active; bead-based flow cytometry; Q92843; inhibition, % at 10 µM; AID 952;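 further: 0% = bound tracer without compound and 100% = peptide blocker; higher means less fluorescent Bim peptide bound to Bcl-W beads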
# Target sequence (Q92843 whole entry, looked up): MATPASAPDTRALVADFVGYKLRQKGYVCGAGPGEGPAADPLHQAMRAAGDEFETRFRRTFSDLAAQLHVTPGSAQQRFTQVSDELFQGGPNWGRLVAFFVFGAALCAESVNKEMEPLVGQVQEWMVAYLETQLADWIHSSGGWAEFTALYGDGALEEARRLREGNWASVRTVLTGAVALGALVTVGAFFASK
# Mcl1-Bid inh: disrupts binding of human Mcl-1 to Bid peptide | TR-FRET Mcl-1/Bid-Dy647 peptide binding, 1536-well | 220,000 tested, 0.97% active | inhibition, % at 21.7 µM | Q07820;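 active means compounds that cut the binding signal by more than half at the single screening dose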;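 further: His-tagged Mcl-1 with europium anti-His antibody binding Bid BH3 peptide; 0% = Mcl-1 plus peptide wells and 100% = peptide-only wells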
# Bim-Bcl-XL: disrupts Bim peptide binding to human Bcl-XL. Q07817. bead flow cytometry, fluorescence. inhibition, % at 10 µM. 190,000 tested, 0.04% active. AID 1007
# Target sequence (Q07817 whole entry, looked up): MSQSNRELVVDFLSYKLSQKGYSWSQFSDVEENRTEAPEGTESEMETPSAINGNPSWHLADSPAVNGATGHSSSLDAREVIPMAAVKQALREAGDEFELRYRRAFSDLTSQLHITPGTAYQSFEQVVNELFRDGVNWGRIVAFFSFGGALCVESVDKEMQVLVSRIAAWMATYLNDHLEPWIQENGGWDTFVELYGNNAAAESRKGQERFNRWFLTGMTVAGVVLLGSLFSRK
# Bfl-1 Bim block: inhibitors of Bim-Bfl-1 interaction, human | 190,000 tested, 0.12% active | inhibition, % at 10 µM | Bead-based flow cytometry, Bim-Bfl-1 binding inhibition | Q16548 | AID 1008;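 further: 0% = wells without compound plus tracer and 100% = blocker peptide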
# RGS4-Gao reg: human RGS4-Galphao interaction regulation | binding response (% of control), % at 10 µM | P09471 | 220,000 tested, 0.33% active | Multiplexed bead flow cytometry, RGS4-Galphao binding; actives lie on both sides; in the data active means binding response below about 49% or above about 150%; inactive means in between;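 further: fluorescent Galphao activated with aluminum fluoride binding bead-coupled RGS4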
# RGS7-Gao: human RGS7-Galphao interaction regulation; P09471; Multiplexed bead flow cytometry, RGS7-Galphao binding; actives lie on both sides; binding response (% of control), % at 10 µM; 220,000 tested, 0.35% active; in the data active means binding response below about 49% or above about 150%; inconclusive means no clear call, values can overlap the other calls; inactive means in between;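 further: fluorescent Galphao held in activated GDP-AlF4 state binding bead-coupled RGS7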
# Starred values were filed as active, the others as inactive; u = inconclusive. Unless noted, no stated cut-off is given here; in the data, active means inhibition above about 40%.
no.	Compound	Bim-Bcl-2	Bim-Bcl-B	Mcl-1 Bim block	RGS8-Gao	GSH fluor	Bcl-W Bim block
1	CC1=C(C(=O)Nc2ccccc2)C2(CCCCC2)C(C#N)=C(S)N1	-6	-13	-3	92	38	5
2	Cc1ccc(S(=O)(=O)N2CCN(C(=O)c3ccccc3)C2C(C)C)cc1 (stereo not drawn)	-4	-2	4	99	4	0
3	O=c1cc(O)c2ccccc2n1Cc1ccccc1	-5	-2	1	100	11	0
4	CN(C)CCCCOc1ccccc1-c1ccccc1	0	-4	-3	101	24	-1
5	Cc1nc(NCc2ccco2)c2c3c(sc2n1)CCC3	-4	-2	0	101	23	-1
6	CCc1c(C)nc2ncnn2c1NCCc1ccc(OC)c(OC)c1	1	0	9	101	10	7
7	Cc1cc(C)n(-c2cc(=O)n(C)c(=O)n2C)n1	-10	-5	0	95	46	0
8	CN(C(=O)c1c(Cl)nc2sccn12)C1CCCCC1	-12	-9	0	101	35	-2
9	CCCNC(=O)Cn1cnc2sc(C(=O)N3CCN(CCC)CC3)c(C)c2c1=O	-3	-6	-2	103	44	6
10	Cc1cc(C)cc(NC(=O)CSc2nnc(-c3ccccc3Br)o2)c1	1	1	0	97	26	-2
11	N#CC1=C(N)SC(C(=O)c2ccccc2)C1c1cccs1 (stereo not drawn)	4	0	3	100	28	0
12	CCC(C)NC(=O)CO/N=C/c1ccccc1OC(F)F (stereo not drawn)	-3	-7	-3	104	11	-2

no.	Mcl1-Bid inh	Bim-Bcl-XL	Bfl-1 Bim block	RGS4-Gao reg	RGS7-Gao
1	-6	0	-3	97	104
2	-29	-6	-2	101	97
3	-36	-2	-3	97	97
4	73*	-2	1	100	102
5	-48	-4	-1	89	92
6	-18	2	0	100	104
7	-6	-2	-9	92	96
8	-1	-5	-12	101	100
9	0	-2	-8	98	96
10	2	-1	7	98	100
11	-16	-2	1	99	101
12	-1	-5	-1	102	104

no.	Compound	Bim-Bcl-2	Bim-Bcl-B	Mcl-1 Bim block	RGS8-Gao	GSH fluor	Bcl-W Bim block
13	COc1ccc(C(=O)c2oc3nc(C)cc(C)c3c2N)cc1	-3	-1	-2	99	22	1
14	COc1ccccc1OCC(=O)NCc1nc(-c2ccccc2)no1	-1	-4	0	100	10	0
15	CC1=CC(C)(C)Nc2ccc(OC(=O)C(Cc3ccccc3)N3C(=O)c4ccccc4C3=O)cc21 (stereo not drawn)	-10	-8	-2	100	26	0
16	COC(=O)C1=C(C)N(c2ccc(F)cc2)C(=O)C1	0	0	0	100	23	0
17	CS(=O)(=O)N(CC(=O)NCCSc1ccccn1)c1ccc(F)cc1	0	-2	-1	87	17	-1
18	N#Cc1nc(COc2ccc(Br)cc2)oc1N1CCCC1	-2	-1	0	103	16	0
19	CC(=O)c1ccc(NC(=O)COc2ccccc2C(=O)Nc2ccc(C)cn2)cc1	-6	-4	-2	97	9	-3
20	O=C1NC(=Nc2ccc(F)cc2)CS1	-3	-22	-4	99	7	-4
21	Nc1c(C(=O)NCCC2=CCCCC2)sc2ccc(S(=O)(=O)N3CCCCC3)cc12	0	-5	0	98	25	-1
22	Cc1ccc(NS(=O)(=O)c2ccc(C(=O)N3CCN(c4ccccn4)CC3)cc2)cc1	0	1	-3	101	17	0
23	COC(=O)c1ccccc1NC(=O)CSc1nc2ncccc2[nH]1	-9	-6	-2	95	17	-5
24	COc1ccc(C(c2nnnn2Cc2ccccc2)N2CCN(c3nc4ccccc4s3)CC2)cc1OC (stereo not drawn)	0	-2	-1	102	31	1

no.	Mcl1-Bid inh	Bim-Bcl-XL	Bfl-1 Bim block	RGS4-Gao reg	RGS7-Gao
13	-43	0	-2	101	99
14	-36	-1	-3	96	92
15	-1	-6	-16	100	100
16	-18	2	-1	100	98
17	-18	-1	0	88	94
18	-14	0	0	102	102
19	-3	-4	-6	99	99
20	-32	-6	5	103	104
21	-7	-5	0	97	97
22	13	-4	0	102	99
23	-23	-5	-6	87	u
24	30	-1	1	102	102

# The closing four compounds of the section above come first, to join the parts.
no.	Compound	Bim-Bcl-2	Bim-Bcl-B	Mcl-1 Bim block	RGS8-Gao	GSH fluor	Bcl-W Bim block
21	Nc1c(C(=O)NCCC2=CCCCC2)sc2ccc(S(=O)(=O)N3CCCCC3)cc12	0	-5	0	98	25	-1
22	Cc1ccc(NS(=O)(=O)c2ccc(C(=O)N3CCN(c4ccccn4)CC3)cc2)cc1	0	1	-3	101	17	0
23	COC(=O)c1ccccc1NC(=O)CSc1nc2ncccc2[nH]1	-9	-6	-2	95	17	-5
24	COc1ccc(C(c2nnnn2Cc2ccccc2)N2CCN(c3nc4ccccc4s3)CC2)cc1OC (stereo not drawn)	0	-2	-1	102	31	1
25	CC(C)(C)NS(=O)(=O)c1ccc(NC(=O)C(Sc2ccccc2)c2ccccc2)cc1 (stereo not drawn)	-4	0	-2	98	8	-5
26	CCOc1ccccc1-c1ccc(C(=O)NCc2ccccc2)o1	0	-7	0	101	16	-2
27	O=C(CCN1C(=O)C2C3C=CC(C3)C2C1=O)N1CCN(c2ccc(F)cc2)CC1 (stereo not drawn)	-8	-3	-1	99	22	0
28	CCC(=O)N1CCN(c2ccccc2NC(=O)c2ccc(-c3cccc([N+](=O)[O-])c3)o2)CC1	-8	-7	-3	100	7	-5
29	O=C(Nc1ccc2nccnc2c1)c1ccco1	0	-2	0	100	20	1
30	O=C(c1ccc(Cl)cc1)N(Cc1ccc(Br)cc1)N1C(=O)CCC1=O	-1	-1	1	99	11	-1
31	Cc1ccc(C(=O)NC(=S)Nc2ccc(CN3CCCCC3)cc2)c(C)c1	-3	-8	-1	102	15	-3
32	Fc1ccc(Sc2cc(Cl)c(-c3ccccc3)nn2)cc1	-12	-9	-3	99	16	0
33	COc1ccc(Cc2nnc(NC(=O)c3cccc([N+](=O)[O-])c3C)s2)cc1	1	0	0	101	21	0
34	O=C(NCc1cccs1)C1CCC(CNS(=O)(=O)c2cccc3nsnc23)CC1 (stereo not drawn)	1	0	-3	91	19	0
35	Cc1ccc2[nH]c(=O)c(C(c3nnnn3Cc3ccccc3)N3CCc4ccccc43)cc2c1 (stereo not drawn)	-3	-5	0	102	44	3
36	S=c1[nH]nc(-c2ccc3ccccc3n2)n1Cc1ccccc1	-3	-9	-3	98	3	-4

no.	Mcl1-Bid inh	Bim-Bcl-XL	Bfl-1 Bim block	RGS4-Gao reg	RGS7-Gao
21	-7	-5	0	97	97
22	13	-4	0	102	99
23	-23	-5	-6	87	u
24	30	-1	1	102	102
25	-10	-2	-2	94	97
26	4	-6	-2	101	101
27	-17	-4	-15	98	101
28	3	-8	-4	97	99
29	-3	0	-2	101	99
30	-14	-1	-4	96	92
31	-25	-5	-5	106	u
32	-31	-2	-13	101	93
33	4	0	-3	105	102
34	-8	1	-1	93	91
35	-38	-3	-2	105	103
36	-16	-6	0	100	104

no.	Compound	Bim-Bcl-2	Bim-Bcl-B	Mcl-1 Bim block	RGS8-Gao	GSH fluor	Bcl-W Bim block
37	O=C(N/N=C/c1cn(Cc2ccccc2)c2ccccc12)c1ccncc1	-1	-3	0	96	12	-2
38	CCOc1nc(Oc2cccc(C(=O)O)c2)nc(Oc2cccc(C(=O)O)c2)n1	0	-2	0	98	10	2
39	Cc1ccc(S(=O)(=O)N(CC(=O)N2CCC(C)CC2)c2cccc(C)c2)cc1	-9	-10	-3	100	33	0
40	CCOc1ccc(C(=O)N/N=C/c2cc(Cl)ccc2[N+](=O)[O-])cc1	-2	-3	0	100	7	-2
41	Cc1ccc(S(=O)(=O)CCC(=O)OCc2ccccc2F)cc1	-1	-2	-1	100	18	0
42	O=C(O)c1ccccc1N(Cc1ccccc1)C(=O)CO/N=C/c1ccccc1	-4	-5	-4	102	5	-2
43	O=C(O)c1ccc(O)c(N2C(=O)Nc3ccccc3N2O)c1	-3	-2	-2	99	5	-1
44	O=C(CSc1nnc(C2COc3ccccc3O2)o1)N1CCN(c2ccccc2)CC1 (stereo not drawn)	-3	-3	-1	100	21	-1
45	O=C(NCc1ccccc1)c1ccc(OC2CSC2)cc1	-13	-15	-4	98	15	-2
46	Cc1cc2c(cc1C)CSC(c1ccc(O)cc1)SC2	1	-1	0	97	11	-1
47	C/C(=N\NC(=O)CCC(=O)Nc1ccc(C)c(C)c1)c1cccs1	-3	-2	-4	101	19	-4
48	CC(Oc1ccc(Cl)cc1)C(=O)N/N=C/c1ccsc1 (stereo not drawn)	-8	-6	0	101	11	-3

no.	Mcl1-Bid inh	Bim-Bcl-XL	Bfl-1 Bim block	RGS4-Gao reg	RGS7-Gao
37	-29	-1	-6	94	94
38	-17	0	-1	94	92
39	-8	-7	-13	100	101
40	-24	-1	0	97	92
41	-23	1	-3	103	u
42	-15	-9	-2	103	103
43	-55	0	0	99	96
44	-42	-3	-8	100	u
45	-20	-6	-9	100	103
46	-13	2	2	98	98
47	-13	-5	-3	102	104
48	-2	-4	-20	104	106

no.	Compound	Bim-Bcl-2	Bim-Bcl-B	Mcl-1 Bim block	RGS8-Gao	GSH fluor	Bcl-W Bim block
49	O=C(NC1CCN(C(=O)NC2CCCCC2)CC1)c1ccco1	0	0	0	96	23	2
50	CCOc1ccc(-c2noc(-c3cccnc3)n2)cc1OC	-12	-14	-2	101	34	-4
51	O=C(CCN1C(=O)C2C3CCC(C3)C2C1=O)OCC(=O)c1cccc([N+](=O)[O-])c1 (stereo not drawn)	0	0	3	105	7	0
52	Cc1cccc(NC(=O)c2sc3nc4c(c(-c5cccs5)c3c2N)CN(C)CC4)c1	-3	-18	-6	100	15	-4
53	Brc1ccc(-c2nnc(-c3cccc(Br)c3)o2)cc1	-5	0	0	97	25	-1
54	COc1ccccc1N1CC(C(=O)Nc2nnc(SCc3ccccn3)s2)CC1=O (stereo not drawn)	-3	-11	-2	100	18	-4
55	CCOc1ccc(-n2c(SCC(=O)Nc3ccc(CC)cc3)nc3n[nH]c(C)c3c2=N)cc1	-3	-1	2	99	13	-1
56	NNC(=O)CCc1c[nH]c2ccccc12	-27	-40	-21	103	61	-30

no.	Mcl1-Bid inh	Bim-Bcl-XL	Bfl-1 Bim block	RGS4-Gao reg	RGS7-Gao
49	-18	-1	-1	87	87
50	-2	5	-14	100	102
51	-7	2	1	100	103
52	-21	-1	1	99	95
53	21	-2	-3	91	95
54	-7	-6	-11	101	120
55	59*	0	-3	100	102
56	-26	-31	-29	102	99

# Full records, looked up by structure. Order of screens: Bim-Bcl-2 | Bim-Bcl-B | Mcl-1 Bim block | RGS8-Gao | GSH fluor | Bcl-W Bim block | Mcl1-Bid inh | Bim-Bcl-XL | Bfl-1 Bim block | RGS4-Gao reg | RGS7-Gao
# `O=C(CCN1C(=O)C2C3CCC(C3)C2C1=O)OCC(=O)c1cccc([N+](=O)[O-])c1` (stereo not drawn) in the list: 0 | 0 | 3 | 105 | 7 | 0 | -7 | 2 | 1 | 100 | 103
# `NNC(=O)CCc1c[nH]c2ccccc12` in the list: -27 | -40 | -21 | 103 | 61 | -30 | -26 | -31 | -29 | 102 | 99
# `O=C(NC1CCN(C(=O)NC2CCCCC2)CC1)c1ccco1` in the list: 0 | 0 | 0 | 96 | 23 | 2 | -18 | -1 | -1 | 87 | 87

# Three entries out of the list above, sorted by their value in Bfl-1 Bim block, rising.
entry	SMILES	Bfl-1 Bim block
27	O=C(CCN1C(=O)C2C3C=CC(C3)C2C1=O)N1CCN(c2ccc(F)cc2)CC1 (stereo not drawn)	-15
53	Brc1ccc(-c2nnc(-c3cccc(Br)c3)o2)cc1	-3
18	N#Cc1nc(COc2ccc(Br)cc2)oc1N1CCCC1	0
